From PubChem BioAssay
ERK EGF block: blocks ERK signaling stimulated by EGF | HEK293-V1b, EGF-stimulated phospho-ERK AlphaScreen | Potency, µM (doses to about 11.5 µM), for the others: at the highest dose activity change, negative = inhibition, usual class: inhibitors | 0.41% of 130,000 active | AID 1454; active = well fitted inhibition curve with a large enough effect; inconclusive = small, poorly fitted or top-dose-only effect, or effect the other way;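 note: plate controls were stimulated vehicle wells for no effect and unstimulated vehicle basal for full effect; nearly all actives have a fitted effect of over 55% in size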
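Concentration-response of compounds against EGF-driven ERK phosphorylation in V1b-expressing HEK293 cells; 30 min preincubation, 5 min EGF, AlphaScreen detection; Normalized to DMSO basal and 25 nM EGF.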
* hit, by the source's call; ? = inconclusive; [ ] = remark or other dose. Potency is the fitted concentration of half-maximal effect. These rows are one share of the data; rates above refer to the full screens.

SMILES | ERK EGF block
O=C(C1CCN(CCCc2ccccc2)CC1)N(CCc1ccccc1)Cc1ccccc1 | -2%
O=C(NCCN1C(=O)S/C(=C\c2cccs2)C1=O)c1ccco1 | -3%
COc1ccc(-c2nnc(SC(C)C(=O)NNC(=O)c3ccc(C)cc3)o2)cc1 (stereo unspecified) | -7%
COc1ccc(S(=O)(=O)Nc2ccccc2OC)cc1NC(=O)CC1CC2CCC1C2 (stereo unspecified) | 6%
Cc1sc(NC(=O)c2cccs2)c(C(=O)OC(C)C)c1C | ?
Cc1cc(NS(=O)(=O)c2ccc(NS(=O)(=O)c3ccc(CC(C)C)cc3)cc2)nc(C)n1 | -5%
CCCCOc1ccc(-c2[nH]ncc2C=O)cc1 | -3%[57.5 µM]
COc1cc(C(=O)OCC(=O)Nc2c(F)cccc2F)cc(OC)c1C | -1%
N/C(=N/OC(=O)c1cccc([N+](=O)[O-])c1)c1cccc([N+](=O)[O-])c1 | 3%
COc1ccc2c(c1)C(c1ccc(C)o1)=NNC(c1ccccc1)=N2 | -1%
CC(C)[C@H](NC(=O)OCc1ccccc1)C(=O)NCc1ccccc1 | 1%
CC(C)(C)NNC(=S)Nc1cccc(F)c1 | -5%[57.5 µM]
O=C(Nc1nc2ccccc2[nH]1)c1ccc(F)c(S(=O)(=O)N2CCOCC2)c1 | -3%
Cc1ccccc1Cn1c(CN2CCN(c3ccc(F)cc3)CC2)nc2c1c(=O)n(C)c(=O)n2C | 1%
Cc1ccccc1Cn1cc(S(=O)(=O)CC(=O)Nc2nccs2)c2ccccc21 | 5%

SMILES | ERK EGF block
CC1CCc2sc(-c3n[nH]c(=S)o3)cc2C1 (stereo unspecified) | 1%
O=C(Nc1ccccc1Cl)C1CC(=O)N(c2ccccc2)C1 (stereo unspecified) | 12%[57.5 µM]
O=C(O)C1C2C=CC(C2)C1C(=O)NCc1ccc(Cl)c(Cl)c1 (stereo unspecified) | 6%
C/C(=N\NC(=O)Cn1cc([N+](=O)[O-])cn1)c1ccco1 | 1%[57.5 µM]
O=C(Nc1ccc(N2CCOCC2)c(Cl)c1)c1ccc(F)cc1 | 1%
Cc1cc(CN(C)Cc2ccc(OCC(O)CN(C)Cc3ccccc3)cc2)on1 (stereo unspecified) | ?
CC1CN(C2=N/C(=C/c3ccc4c(c3)OCO4)C(=O)N2)CC(C)O1 (stereo unspecified) | -14%
COc1ccc(C(=O)C2CCCN(Cc3cnc(N4CCOCC4)s3)C2)c(OC)c1 (stereo unspecified) | 5%
COC(=O)c1ccc(NC(=S)NC2CC3CCC2C3)cc1 (stereo unspecified) | 3%
COc1ccccc1Cn1c(SCC(N)=O)nc2c(oc3ccccc32)c1=O | -12%
CCCCC[C@H](O)/C=C/C=C\C/C=C\C=C\[C@@H](O)CCCC(=O)O | -13%
C/C(CC(=O)NCc1ccccc1)=N\NC(N)=S | 2%
COc1ccc(/C=N/NC(=O)Cn2cnc3c2c(=O)n(C)c(=O)n3C)cc1 | 7%[57.5 µM]
CC1CC(=S)Nc2ccccc2N1Cc1ccccc1 (stereo unspecified) | ?
COc1ccc(CC(=O)NCc2n[nH]c(=S)n2-c2ccc(Br)cc2)cc1 | -3%

SMILES | ERK EGF block
CCOC(=O)c1csc(NC(=O)c2cc(=O)c3ccccc3o2)n1 | -4%
Cc1ccc(NC(=O)CSc2nc(-c3ccco3)cc(C(F)(F)F)n2)cc1C | -5%
COc1cc(C(=O)O)nc2ccc([N+](=O)[O-])cc12 | -7%
Nc1c(O)cccc1C(=O)C[C@@H](N)C(=O)O | -7%[25.7 µM]
COC(=O)N1CCC2(CCCN(Cc3ccccc3OC)C2)CC1 | -3%
CCOC(=O)c1[nH]c2ccccc2c1NC(=O)C1CCCC1 | -3%[57.5 µM]
CCc1ccc(-n2c(SCC(=O)c3ccc4c(c3)NC(=O)CO4)nc3ccccc3c2=O)cc1 | -2%
CCOC(=O)/C(N=Nc1sc(C(=O)OC)c(C)c1C(=O)OCC)=C(\O)CCl | -3%
Cc1ccc2c(c1)-c1c(ssc1=S)C(C)(C)N2C(=O)c1ccco1 | 13µM*
COc1cc(CC(NC(C)=O)C(=O)NC2CCN(C(=O)c3cc(OC)c(OC)c(OC)c3)CC2)cc(OC)c1 (stereo unspecified) | -5%
Cc1cc([C@](C)(N)C(=O)O)ccc1P(=O)(O)O | -8%
COc1cccc(/C=C/C(=O)Oc2ccc(C(=O)c3ccc(F)cc3)cc2)c1 | -8%
CC/C(=N/Nc1ccccc1)c1cnnc(-c2ccccc2)n1 | -5%
Cc1ccc(-n2nc(C)cc2NC(=O)CC#N)cc1 | -9%
CCOC(=O)c1c(CSc2ccccc2)n(C)c2cc(Br)c(OCC(O)CNC(CO)(CO)CO)cc12 (stereo unspecified) | -4%

SMILES | ERK EGF block
Nc1cccc(NP(=O)(c2ccccc2)c2ccccc2)c1 | -3%[57.5 µM]
O=[N+]([O-])c1cccnc1Oc1cccnc1 | -1%[57.5 µM]
COc1cccc(-c2cc(C(=O)NCC3CCCO3)c3ccccc3n2)c1 (stereo unspecified) | 2%
CCOC(=O)N1CCN(C(=O)c2cn(CC)c3cc(N4CCN(C)CC4)c(F)cc3c2=O)CC1 | -1%
COC(CNC(=O)c1cnn2c(C)c(Cc3ccccc3)c(C)nc12)OC | 1%
O=C(CCc1nnc(CCC2CCCCC2)o1)NCCn1cccn1 | -16%
COc1ccc(CCNC(=O)c2cc3c(C)nccc3[nH]c2=O)cc1OC | 11%[57.5 µM]
O=c1[nH]ncc(NCCCO)c1Cl | 2%
c1ccc2c(c1)nc1n2CCN1 | -19%
Cc1cc(=O)oc2cc(OCC(=O)OCC(=O)NC(C)C)ccc12 | -5%
COc1ccc(N2CCN(C(=O)c3ccccc3F)CC2)c([N+](=O)[O-])c1 | 7%[57.5 µM]
O=C(Nc1ccc(Cl)c(Cl)c1)Nc1nc(-c2ccccc2)cs1 | -19%
CCCCc1c(O)nc(SCC(=O)c2ccccc2)n(-c2ccccc2C)c1=O | 4%[57.5 µM]
COc1ccc(CN2CCc3ccccc3C2)c(OC)c1 | -6%[57.5 µM]
Cn1c(=O)c2c(ncn2CC(=O)OCC(=O)NCc2ccccc2Cl)n(C)c1=O | 2%

SMILES | ERK EGF block
COc1ccc(-c2nc(C)sc2C)cc1 | 2%
Cc1cccc(Cn2nc(C)c(NC(=O)c3ccc(F)cc3)c2C)c1 | 1%
CCN1CCN(C(=O)C2(NC(=O)Nc3ccccc3Cl)CCCCC2)CC1 | 0%
Cn1cnc([N+](=O)[O-])c1Oc1cccc(O)c1 | 11%
Cc1cccc(N(C(=O)c2nsc(Cl)c2Cl)C(C(=O)NC2CCCC2)c2ccc(O)cc2)c1C (stereo unspecified) | 14%
Fc1cccc(Cc2noc(CN3CCC(c4ccncc4)CC3)n2)c1 | 1%
CN(C)c1ncc2nc(CCc3ccccc3)c(=O)n(C[C@H]3CCCO3)c2n1 | -7%
COCC(=O)N1CCC2(CCN(Cc3nccs3)CC2)CC1 | 7%
O=C(COc1ccc(Br)cc1)NNC(=S)NC(=O)c1ccccc1[N+](=O)[O-] | 0%
CC(=O)N1CCN(S(=O)(=O)c2cccc(C(=O)OCC(=O)NC(=O)c3cccn3C)c2)CC1 | 5%
COc1ccccc1/C=C/CN1CCCC(CO)(Cc2cccc(Cl)c2)C1 (stereo unspecified) | -9%
Cc1csc(SC(C)C(=O)NCC(=O)Nc2ccc(F)c(F)c2F)n1 (stereo unspecified) | -9%
COc1ccc(C(=O)NCC(=O)OCC(=O)c2cc(OC)c(OC)c(OC)c2)cc1OC | 5%
O=Cc1ccccc1-n1cncn1 | -5%
COc1ccccc1C(C)NCC(=O)Nc1c(F)cccc1F (stereo unspecified) | 1%[57.5 µM]

SMILES | ERK EGF block
CC(=O)NC(=S)Nc1cc(C(=O)O)ccc1Cl | -9%
Cc1ccc(S(=O)(=O)N2CCOCC2)cc1NC(=O)CN1CCN(c2ccc(O)cc2)CC1 | -5%
COc1ccc(N2CCN(Cc3nc4cc(Cl)ccc4c(=O)[nH]3)CC2)cc1 | -4%
Cc1cccc(N2CCN(C(=O)c3ccccc3NC(=O)C3CCCCC3C(=O)O)CC2)c1 (stereo unspecified) | -3%
CN(CC(=O)Nc1cc(S(=O)(=O)N2CCCC2)ccc1Cl)Cc1cccs1 | 2%[57.5 µM]
O=C(c1csc(Nc2cccc3ccccc23)n1)N1CCCC1 | -17%[57.5 µM]
CC(C)=CCC/C(C)=C/CC/C(C)=C/CC/C(C)=C/CC/C(C)=C/CC/C(C)=C/CC/C(C)=C/CC/C(C)=C/CC/C(C)=C/CO | 21%
COc1ccc(/C=C/C(=O)OCC(=O)NCCC2=CCCCC2)cc1S(=O)(=O)N1CCOCC1 | -1%
N#C/C(C(=O)N1CCOCC1)=C1/SC(Cc2ccc(F)cc2)C(=O)N1c1ccccc1 (stereo unspecified) | 7%
COc1ccc(/C=N/n2cnn(Cc3ccccc3Cl)c2=S)cc1OC | -3%
CC(C)C(=O)NNC(=O)CN1CCN(c2nc(-c3ccccc3)cs2)CC1 | 4%
COc1ccc(Cl)cc1NC(=S)N(Cc1ccc(C(=O)O)cc1)Cc1ccc(OC)c(OC)c1 | -3%
Cc1ccc(NC(=O)COC(=O)c2ccc(OCc3c(C)noc3C)cc2)cc1S(=O)(=O)N1CCOCC1 | 2%
COc1ccc(N2C(=S)NC3CS(=O)(=O)CC32)cc1 (stereo unspecified) | 1%[57.5 µM]
Cc1cc(C)n(CCNc2nc3nonc3nc2N2CCCCC2)n1 | 7%

No new results follow: 6 of the compounds above.
SMILES | ERK EGF block
O=C(C1CCN(CCCc2ccccc2)CC1)N(CCc1ccccc1)Cc1ccccc1 | -2%
O=C(NCCN1C(=O)S/C(=C\c2cccs2)C1=O)c1ccco1 | -3%
COc1ccc(-c2nnc(SC(C)C(=O)NNC(=O)c3ccc(C)cc3)o2)cc1 (stereo unspecified) | -7%
COc1ccc(S(=O)(=O)Nc2ccccc2OC)cc1NC(=O)CC1CC2CCC1C2 (stereo unspecified) | 6%
Cc1sc(NC(=O)c2cccs2)c(C(=O)OC(C)C)c1C | ?
Cc1cc(NS(=O)(=O)c2ccc(NS(=O)(=O)c3ccc(CC(C)C)cc3)cc2)nc(C)n1 | -5%

3 compounds from above, ordered by heavy-atom count, largest number first:
SMILES | ERK EGF block
Cc1ccc(NC(=O)COC(=O)c2ccc(OCc3c(C)noc3C)cc2)cc1S(=O)(=O)N1CCOCC1 | 2%
CC(C)C(=O)NNC(=O)CN1CCN(c2nc(-c3ccccc3)cs2)CC1 | 4%
O=C(c1csc(Nc2cccc3ccccc23)n1)N1CCCC1 | -17%[57.5 µM]

New compounds follow
SMILES | ERK EGF block
COc1ccc(C(=O)CSc2ccccc2C(=O)O)cc1 | 2%
O=C1OC2(O)C3C4C=CC(C4)C3C(=O)N2c2ccccc21 (stereo unspecified) | 11%[57.5 µM]
O=C(COc1ccc(C(=O)O)cc1)Nc1cccc(C(F)(F)F)c1 | 6%
O=C(NCCSc1ccc(Br)cc1)c1ccccc1 | 0%
O=C1CS/C(=C/C(=O)c2cccc(Cl)c2)N1 | 0%
Cc1c(CNCCCc2ccccc2)c(C(=O)O)c(C)n1Cc1ccccc1 | -7%
O=C(CN1CCCc2ccccc21)N/N=C/c1c(O)ccc2ccccc12 | 5%
CCOc1cc(NC(=S)NCc2ccco2)c(OCC)cc1NC(=O)CC | 7%
Cc1cccc(-n2c(SCC(N)=O)nc3c(c2=O)C2(CCCC2)Cc2ccccc2-3)c1 | 6%
c1ccc2c(SCc3cn4ccccc4n3)nncc2c1 | 5%
O=C1C(Cc2cccc([N+](=O)[O-])c2)SC(=Nc2ccccc2)N1c1ccccc1 (stereo unspecified) | -2%
CCCN1CCN(C(=S)NCc2ccc(Cl)cc2)CC1 | -13%
CC(C)OCCCNC1=C(Cl)C(=O)c2ccccc2C1=O | 28µM*
Cc1ccc(C2C(C#N)=C(N)Oc3n[nH]c(-c4cccnc4)c32)o1 (stereo unspecified) | -2%
c1ccc(OCc2cc(-c3ccccc3)no2)cc1 | 1%

SMILES | ERK EGF block
CN1CCc2nc(SC(C(=O)O)c3ccccc3)c(C#N)c(-c3cccs3)c2C1 (stereo unspecified) | -8%[57.5 µM]
O=C(N/N=C/c1cccc([N+](=O)[O-])c1)c1ccncc1 | 22%[57.5 µM]
OCC1(Cc2ccc(Cl)cc2)CCN(CC2CC=CCC2)CC1 (stereo unspecified) | 7%
Cc1cc(Cl)ccc1N1C(=O)CC(NNC(=O)c2cccnc2)C1=O (stereo unspecified) | 6%
O=C(Nc1cccc([N+](=O)[O-])c1)c1cc2ccccc2cc1O | -12%[57.5 µM]
COc1cccc(C2=NOC(C(=O)N3CCN(c4ccccc4)CC3)C2)c1OC (stereo unspecified) | -1%
CC(c1ccon1)N(C)Cc1cn(Cc2ccccc2)nc1-c1ccc2c(c1)OCO2 (stereo unspecified) | -41%
COc1ccc(C(=O)Nc2ccc(S(=O)(=O)Nc3cc(C)nc(C)n3)cc2)cc1OC | 2%
O=C(Oc1ccccc1)N1CCC2(CC1)CCN(c1ncccn1)CC2 | ?
CN(NC(=O)c1ccccc1)c1ncc(C(F)(F)F)cc1Cl | 0%[57.5 µM]
COc1ccc(-c2[nH]ncc2CN(C)Cc2cccnc2)c(OC)c1 | -6%
Cc1ccc2c(c1)C(c1ccccc1)C(=O)O2 (stereo unspecified) | 9%[57.5 µM]
O=C(NCc1cccnc1)c1ccc([N+](=O)[O-])cc1 | -3%
CC(=O)NC1=NN(C(C)=O)C(C)(c2ccc(C)o2)S1 (stereo unspecified) | 0%
COc1ccccc1NC(=S)N1CCC(NC(=O)c2ccco2)CC1 | -6%
CC(O)Cc1cn([C@@H](CCCCN)C(=O)N2CCNCC2)nn1 (stereo partly specified) | -11%[57.5 µM]
